From PubChem
NR5A2 inv ag = LRH-1 (NR5A2) inverse agonists, primary screen, cell-based, luminescence, HEK293T, StAR-luciferase reporter; Nuclear receptor subfamily 5 group A member 2 (Homo sapiens), O00482; LRH-1 transfected, 24 h; inhibition, % at 3.6 µM; 360,000 compounds, 0.13% hits; AID 602396, 2012;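 active = inhibition above the mean inhibition of all tested compounds plus 3 SD, cut at about 73% in these data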;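 also: 0% = DMSO wells and 100% = reporter-only cells lacking LRH-1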
COUP-TFII inh = NR2F2 transcriptional activity inhibitors, primary screen, cell-based, luciferase reporter, HEK293T, luminescence. inhibition, % at 8.6 µM. AID 686940, 2013. COUP transcription factor 2 (Homo sapiens), P24468. HEK293T NGFI-A luciferase reporter. 370,000 compounds, 0.7% hits;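 active = inhibition above a per-plate cutoff, mean inhibition of test wells between control levels plus 3 SD, cut at about 38% in these data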;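 also: cells cotransfected with COUP-TFII expression vector driving the NGFI-A reporter; 0% = median of COUP-TF2 test wells and 100% = reporter-only cells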
NOD2-RIPK2 inh = NOD2-RIPK2 binding disruptors in cells, primary screen, fluorescence, CHO cells, BLA complementation; Receptor-interacting serine/threonine-protein kinase 2 (Homo sapiens), O43353; CCF4 ratio; inhibition, % at 4.98 µM; 360,000 compounds, 0.38% hits; in the data active = inhibition above about 21%;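 also: 0% = vehicle only and 100% = reference blocker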
ABHD5 PLIN5 PPI = ABHD5-PLIN5 interaction inhibitors, primary screen, cell lysate, split luciferase complementation, luminescence. 360,000 compounds, 0.78% hits. Split G. princeps luciferase complementation, 4 h. AID 602281, 2012. inhibition, % at 4 µM;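 active = inhibition above the mean inhibition across every tested compound plus 3 SD, cut at about 22% in these data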;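 also: 0% = DMSO only wells and the 100% control is not disclosed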
TROY signal inh = inhibitors of TROY-driven NF-kB signaling, primary screen, Q293 LMP1-TROYcd cells, NF-kB luciferase, uHTS; 360,000 compounds, 0.98% hits; Q293 LMP1-TROYcd NF-kB luciferase reporter, 4 h; inhibition, % at 10 µM; AID 1347056, 2019;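 active = compounds whose plate-normalised and pattern-corrected inhibition of the luciferase reporter signal at the single screening dose is 50% or more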
SRC2 inh = inhibition of GAL4-SRC2 driven luciferase reporter, primary screen, SRC2 inhibitor project, cell-based, luminescence | inhibition, % at 9 µM | AID 651957, 2012 | 370,000 compounds, 0.17% hits | HEK293 GAL4-SRC2 luciferase reporter | Nuclear receptor coactivator 2 (Homo sapiens), Q15596;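 active = inhibition above the mean inhibition of all tested compounds plus 3 SD, set per campaign, cut at about 52% in these data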;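 also: 0% = DMSO treated cells and 100% = cells given Gossypol at 36 µM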
NCOA1 inh = SRC1 coactivator transcriptional activity inhibitors, primary screen, cell-based, luminescence; 360,000 compounds, 0.12% hits; inhibition, % at 3.6 µM; Nuclear receptor coactivator 1 (Homo sapiens), Q15788; HEK293 GAL4-SRC1 luciferase reporter; AID 588354, 2011;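 active = inhibition above the campaign mean plus 3 SD, with each screening campaign given its own cutoff, cut at about 60% in these data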;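 also: 0% = DMSO treated cells and 100% = gossypol at 36 µM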
NCOA3 inh = SRC3 coactivator transcriptional activity inhibitors, primary screen, cell-based, luminescence; HEK293 GAL4-SRC3 luciferase reporter; inhibition, % at 3.6 µM; 360,000 compounds, 0.17% hits;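 active = inhibition above a per-campaign cutoff, the mean of all compounds plus 3 SD, cut at about 60% in these data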;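 also: 0% = DMSO-treated cells and 100% = gossypol-treated cells at 36 µM; higher means less SRC3-driven luciferase light from the GAL4 reporter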
TWEAK-Fn14 inh = inhibitors of TWEAK-Fn14 signaling, primary screen, luciferase reporter cells, uHTS. TWEAK-stimulated Fn14 reporter cells, luciferase luminescence, 8 h. inhibition, % at 10 µM. 360,000 compounds, 2% hits; in the data active = inhibition above about 50%
Exocytosis inh = LAMP-1 surface exposure blockers, TALL-104 cells – cell-based, flow cytometry, MLPCN library, primary screen; TALL-104 LAMP-1 surface exposure; cells stimulated with thapsigargin and PMA; 360,000 compounds, 0.66% hits; inhibition, % at 10 µM;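 active = inhibition above about 55%, limit read from the data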
TLR9-MyD88 inh = inhibitors of TLR9-MyD88 association in cells, primary screen, cell-based, CHO, BLA complementation, fluorescence. CCF4 FRET ratio. inhibition, % at 4.98 µM. 340,000 compounds, 0.21% hits;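 active = inhibition above the mean over all tested compounds plus 3 SD, cut at about 21% in these data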;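 also: 0% = DMSO only wells and 100% = clavulanate BLA inhibitor control wells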
Target sequence (Q99836 whole entry, looked up): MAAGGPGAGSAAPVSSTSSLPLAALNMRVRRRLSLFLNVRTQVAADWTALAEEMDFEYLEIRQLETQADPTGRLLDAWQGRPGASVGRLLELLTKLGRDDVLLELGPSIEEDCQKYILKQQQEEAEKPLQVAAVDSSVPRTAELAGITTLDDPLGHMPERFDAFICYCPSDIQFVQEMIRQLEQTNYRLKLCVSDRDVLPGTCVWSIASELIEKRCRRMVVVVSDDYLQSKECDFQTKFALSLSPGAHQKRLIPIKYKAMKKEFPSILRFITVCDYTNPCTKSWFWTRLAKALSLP
Target sequence (Q9NR96 whole entry, looked up): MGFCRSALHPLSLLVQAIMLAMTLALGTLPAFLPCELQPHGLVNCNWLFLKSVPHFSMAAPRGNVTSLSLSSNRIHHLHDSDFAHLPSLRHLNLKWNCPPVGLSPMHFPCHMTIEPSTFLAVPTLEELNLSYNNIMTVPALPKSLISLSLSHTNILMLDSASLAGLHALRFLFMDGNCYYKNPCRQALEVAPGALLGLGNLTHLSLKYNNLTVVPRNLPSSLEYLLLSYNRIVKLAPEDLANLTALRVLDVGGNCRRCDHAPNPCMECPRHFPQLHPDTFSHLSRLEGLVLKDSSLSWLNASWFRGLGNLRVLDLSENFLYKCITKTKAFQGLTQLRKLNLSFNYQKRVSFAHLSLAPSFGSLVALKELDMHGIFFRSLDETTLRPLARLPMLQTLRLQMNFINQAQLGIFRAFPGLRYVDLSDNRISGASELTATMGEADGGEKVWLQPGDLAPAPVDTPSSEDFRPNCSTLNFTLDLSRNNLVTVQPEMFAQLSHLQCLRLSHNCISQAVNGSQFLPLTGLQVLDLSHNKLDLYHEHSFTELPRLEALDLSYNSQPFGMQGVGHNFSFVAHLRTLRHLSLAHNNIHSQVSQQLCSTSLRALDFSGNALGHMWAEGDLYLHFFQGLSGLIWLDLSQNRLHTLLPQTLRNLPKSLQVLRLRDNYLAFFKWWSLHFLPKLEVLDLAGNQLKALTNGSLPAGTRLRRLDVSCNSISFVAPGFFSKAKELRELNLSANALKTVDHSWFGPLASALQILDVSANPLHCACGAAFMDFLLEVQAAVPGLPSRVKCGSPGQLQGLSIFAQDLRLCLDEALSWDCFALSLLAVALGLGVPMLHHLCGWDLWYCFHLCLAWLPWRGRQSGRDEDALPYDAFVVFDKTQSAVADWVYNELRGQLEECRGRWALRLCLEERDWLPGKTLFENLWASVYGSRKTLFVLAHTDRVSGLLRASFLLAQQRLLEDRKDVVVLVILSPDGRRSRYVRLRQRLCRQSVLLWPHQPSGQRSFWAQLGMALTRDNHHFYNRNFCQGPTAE
* hit, by the source's call; nt = no result given.

no.	structure	NR5A2 inv ag	COUP-TFII inh	NOD2-RIPK2 inh	ABHD5 PLIN5 PPI	TROY signal inh	SRC2 inh	NCOA1 inh	NCOA3 inh	TWEAK-Fn14 inh	Exocytosis inh	TLR9-MyD88 inh
1	Oc1c(Cl)cc(Cl)c2cccnc12	1	-10	-2	-3	63*	-1	-8	0	45	3	6
2	Cc1ccc(NC2=NCC(=O)N2Cc2ccc3c(c2)OCO3)cc1	2	2	-1	4	-24	-9	-31	-2	-11	0	2
3	COc1ccc2c(=O)cc(-c3cccnc3)oc2c1OC	-7	-31	4	9	-10	-26	-3	-11	3	0	-3
4	Cc1cccc(C(=O)N/N=C/c2ccc3c(c2)OCO3)n1	-19	9	-10	0	4	-30	-23	6	-6	4	-8
5	CCC1(CC)NC(=O)N(CC(=O)OCC(=O)Nc2ccc(OC(F)(F)F)cc2)C1=O	5	-12	-3	7	-11	-15	0	-4	-9	15	0
6	O=C(/C(=N\Nc1ccc(Br)cc1)Sc1nnnn1-c1ccccc1)c1ccccc1	11	2	-4	13	12	10	3	12	-9	8	3
7	O=c1[nH][nH]c2c1C(c1cccc(C(F)(F)F)c1)OC(CCc1ccccc1)C2 (stereo not given)	-23	5	-6	-1	5	-4	nt	nt	0	-1	nt
8	COc1cc(/C=N/Nc2cc(C)nc(NS(=O)(=O)c3ccccc3)n2)ccc1O	5	-25	-10	-3	8	-5	-34	-11	-4	6	-9
9	COc1cccc(CCNC(=O)C2CCCN(c3ncnc4c3nc3n4CCCCC3)C2)c1OC (stereo not given)	0	3	-1	3	5	-12	-14	11	-18	-5	-14
10	Cc1ccc2nc(SC(C(=O)Nc3ccc(F)cc3)c3ccccc3)[nH]c2c1 (stereo not given)	-6	20	0	-10	46	10	-2	-1	41	-2	-9
11	COc1cc(CC(=O)OCC(=O)NC2CC2)cc(OC)c1OC	-5	6	-1	-3	-28	14	-21	1	9	-2	-4
12	Cc1cccc(C)c1N=Nc1c(C)cc(O)cc1C	13	-19	-10	-8	-40	-4	-21	5	-13	-22	-2
13	O=C(OCCC1Oc2cccnc2NC1=O)c1ccc(F)cc1 (stereo not given)	-10	-12	-11	-3	3	-29	-20	6	-5	-1	0
14	CN(C)c1cccc2c1c(NC(=O)c1ccc(F)cc1)nn2C	6	12	-4	0	7	7	-20	20	-5	-4	9
15	CCOC(=O)/C(=C/C=C1\Sc2cc(OCC)c(OCC)cc2N1CC)C(C)=O	12	19	-6	6	-32	14	-5	-2	-16	-7	-5
16	O=C(Nc1cccc2c1CCCC2)c1cc(C2CCCCN2C(=O)c2cccs2)on1 (stereo not given)	10	11	-9	1	8	11	10	9	6	-2	nt
17	O=C(NCC[C@@H]1C[C@@H]2C=C[C@H]1C2)c1cc(COc2ccc(F)cc2F)on1	16	8	3	5	23	-26	26	3	-1	-1	6
18	CC(=O)C1=C(C)N(Cc2ccco2)C(=O)C1(NC(=O)C1CCCCC1)C(F)(F)F (stereo not given)	5	1	0	7	-32	-6	-17	-13	9	-1	-2
19	COc1ccc(OC)c(Nc2nc(N)c([N+](=O)[O-])c(N3CCOCC3)n2)c1	34	-3	-8	2	8	8	-5	-2	1	-6	2
20	Cc1ccc2nc(SCC(=O)NCc3ccc(F)cc3)nc(=O)n2c1	0	-13	-10	-3	14	2	6	11	-16	-3	-4
21	COCC(=O)Nc1nc2ccc(S(C)(=O)=O)cc2s1	14	-23	-3	0	-29	-29	-19	-12	-4	-2	10
22	Cc1c(CCC(=O)N[C@@H](C)C(=O)O)c(=O)oc2c(C)c3oc4c(c3cc12)CCCC4	8	18	-6	1	0	43	6	-1	24	-12	-4
23	CC1CC(C)CN(Cc2nc(N)nc(Nc3ccccc3)n2)C1 (stereo not given)	4	-7	-12	-6	2	23	3	5	17	0	-5
24	O=c1c2ccccc2sc2ccccc12	-20	-30	-3	5	-46	-40	-14	-32	-25	10	-6
25	O=C(CCCCC(=O)Sc1ccccc1)Sc1ccccc1	6	10	-2	-4	14	-1	6	5	-2	-2	9
26	CO/N=C(\Cn1ncc(N2CCCC2)c(Br)c1=O)c1ccc(Cl)cc1	19	-4	-9	-5	-21	-10	5	-2	-15	-3	-4
27	COc1ccc(CNCCc2ccccc2)cc1OCC(N)=O	-12	-11	-7	-2	0	-10	-8	-26	4	-5	7
28	Cc1cc(C(=O)NCc2cc(F)cc3c2OCOC3)nn1C	1	-15	-4	-1	5	-17	-3	24	6	4	0
29	Cc1cccn2c(=O)nc(SCC(=O)NCc3ccccc3Cl)nc12	-11	-6	-10	-6	4	16	-39	-1	0	-9	4
30	CC(C)Nc1nnc(SCC(=O)NCc2ccc3c(c2)OCO3)s1	-7	1	4	-7	-1	25	-16	-1	-8	-2	-2
31	Fc1ccc2[nH]c3c(NCc4ccccc4)ncnc3c2c1	31	55*	4	2	52*	31	25	16	44	32	-5
32	Cc1cc(NC(=O)CN2CCCCC2)no1	8	-13	5	6	-3	-7	-21	1	-3	-1	-3
33	O=c1[nH]ncc(N/N=C\c2cccnc2)c1Cl	6	14	1	-3	-5	1	2	30	-3	0	-1
34	C/C(=N\OCC(=O)OC(C)C(=O)Nc1ccc(C)c(S(=O)(=O)N2CCOCC2)c1)c1ccc2c(c1)OCO2 (stereo not given)	-22	14	3	1	-1	0	-4	4	-57	-5	-3
35	CC(=O)c1ccc(N=C2SCCCN2C(=O)C2CCCC2)cc1	-24	-21	-6	-1	-26	-62	2	-17	14	-4	-1
36	COc1ccc(OC(C)C(=O)Nc2cccc([N+](=O)[O-])c2)cc1 (stereo not given)	21	12	-8	5	5	-7	5	19	-3	3	-4
37	COc1cc(NC(=O)CSc2cc(C)c3cc(C)cc(C)c3n2)c(C(=O)O)cc1OC	16	-11	-7	2	11	-4	-17	2	17	0	-1
38	CCn1c(C)nc2cc(-c3nc4n(n3)Cc3ccccc3-4)ccc21	95*	nt	8	2	nt	nt	91*	86*	105*	0	-3
39	O=C(NCc1cccnc1)c1ccc(COc2cccc3ccccc23)o1	15	12	-4	11	-5	-22	-48	-2	9	-3	-5
40	O=C1Nc2cc(Cl)ccc2Nc2cscc21	5	-18	-4	-7	-14	-14	-11	0	-5	-3	5
41	Cc1nc(-c2ccc(C(=O)N3CCCC3)cc2)cs1	-81	-48	10	8	-7	-37	-49	-34	-12	-4	-2
42	CCOc1ccccc1C(=O)NCC(=O)N(C)Cc1ccccc1C	-13	-5	-16	8	-4	-32	-38	3	9	2	-3
43	CCOc1ccc(-c2cc(C(=O)NCC3CCCO3)c3ccccc3n2)cc1 (stereo not given)	-22	-18	-1	-3	-52	-5	-14	-10	-10	17	-16
44	N#Cc1nc(-c2ccco2)oc1N1CCCC1	7	0	7	-1	nt	-29	-29	-3	35	-2	-5
45	COc1ccc2nc(Nc3nc(CSc4nnnn4-c4ccccc4)cc(=O)[nH]3)nc(C)c2c1	3	7	2	-6	23	-19	-3	-2	57*	-5	-2
46	CN1C(=O)CSc2ccc(NC(=O)N3CCc4ccccc43)cc21	-113	-95	2	-7	-68	-59	-67	-59	46	0	0
47	CCOC(=O)c1oc2cc(OCC(N)=O)ccc2c(=O)c1-c1ccc(OC)c(OC)c1	21	12	-1	7	7	-4	-40	4	0	1	-11
48	Cc1ccc(-n2ncc(C(=O)N3CCc4ccccc4C3)c2NC(=O)c2ccco2)cc1C	-1	7	-8	-3	-7	13	-2	1	-7	0	-11
49	COc1cc2c(cc1OC)-c1cc(Nc3ccc(F)cc3)nc(=O)n1CC2	-2	-33	-10	10	-19	-8	-21	-38	-18	-22	-13
50	Cc1cc(N2CCCC2=O)cc(C)c1CN1C(=O)c2ccccc2C1=O	5	2	-5	8	17	25	5	9	4	0	-2
51	Cc1cc(C)c(C)c(S(=O)(=O)N2CCN(C)CC2)c1C	6	18	-1	-3	9	10	-11	-10	-3	-5	2
52	CCCc1ccc(-c2ccc(F)c(N)c2)nc1	-56	13	-8	-8	63*	24	-32	-11	89*	1	-3
53	CCCCOC(=O)NC1(C)CCS(=O)(=O)C1 (stereo not given)	16	9	-11	7	5	2	-6	13	-16	-4	1
54	CCc1ccccc1NC(=O)CSc1nnc([C@H](CCSC)NC(=O)OC(C)(C)C)o1	19	-2	-2	-5	9	12	-4	-5	2	-3	1
55	O=C(c1cccc(Cl)c1)N1CCCC(C(=O)N2CCN(c3ccccc3)CC2)C1 (stereo not given)	8	3	-10	1	-8	-31	-117	5	2	0	-3
56	CCC1=C(OC(=O)N(CC)CC)N2C(=O)OC(=NCCc3c[nH]c4ccccc34)[C@]2(C)[C@H]2C1=CC[C@H]1C(=O)N(CC(=O)OC)C(=O)[C@H]12	-18	4	-3	0	-1	13	-2	19	7	-7	5
57	CCCCNC(=S)NC(C)(C)CO	-13	-18	-4	-8	7	6	-27	5	-18	6	-6
58	O=C(COc1ccccc1Cl)NCCc1ccc2c(c1)OCCO2	-25	-8	-4	0	-39	-11	-37	-9	-9	-4	4
59	Cc1cccc(N2CCN(C(=O)CC(NC(=O)c3ccccc3)c3ccccc3)CC2C)c1 (stereo not given)	1	11	-2	3	19	-7	-5	20	21	0	-3
60	Cc1ccc(C(=O)NCCN2CCOCC2)cc1Cl	-10	10	-7	1	-12	5	1	-21	-7	0	-2

Further structures
no.	structure	NR5A2 inv ag	COUP-TFII inh	NOD2-RIPK2 inh	ABHD5 PLIN5 PPI	TROY signal inh	SRC2 inh	NCOA1 inh	NCOA3 inh	TWEAK-Fn14 inh	Exocytosis inh	TLR9-MyD88 inh
61	CC1(C(=O)O)CCC(C(=O)Nc2ccc(S(N)(=O)=O)cc2)C1(C)C (stereo not given)	15	-2	-2	2	12	3	11	-2	0	2	-4
62	CCCCn1nnnc1SCC(=O)Nc1ccc(N(C)C)cc1	-8	-11	6	6	-27	-4	-1	6	13	0	-4
63	O=C(CCCSc1ccccc1)Nc1nc(-c2ccco2)c(-c2ccco2)s1	3	14	2	21	0	-2	3	9	41	42	-7
64	CCOc1cccc2cc(C(=O)Nc3ccccc3-c3ccccc3)c(=O)oc12	-1	3	2	-4	-31	-15	-10	-1	-30	1	6
65	Cc1c(NC(=O)CN2C(=O)NC(C)(c3ccc(Cl)cc3)C2=O)c(=O)n(-c2ccccc2)n1C (stereo not given)	-10	21	-10	0	-3	3	-4	21	-22	-1	2
66	CCOc1ccc(OCCOCCOc2ccccc2Cl)cc1	12	-2	2	-8	-9	3	-12	10	-7	1	2

Some of the compounds tested; rates above refer to the full screens.
